GAA inh – inhibitors of human lysosomal alpha-glucosidase. purified human GAA, 4-MU-alpha-glucoside fluorescence. P10253. Potency, µM (doses to about 76.9 µM), for inactives: top-dose activity change, negative = inhibition, actives largely listed as inhibitors. 200,000 compounds, 0.005% hits;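 note: potency is the fitted concentration of half-maximal effect; plate controls were uninhibited enzyme wells for no effect and no-enzyme background for full effect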
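Fluorescence at Ex 365/Em 440 nm from 4-methylumbelliferone reported enzyme activity after 20 min at room temperature. Reactions used 4 nM enzyme and 400 uM substrate at pH 5.0; curves fitted with the Hill equation.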
GAA glycogen mod – GAA glycogen-cleavage inhibition or activation | Potency, µM (top dose mostly 76.4 µM), inactives show top-dose activity change, negative = inhibition, actives largely listed as inhibitors | AID 2100 | 300,000 compounds, 0.38% hits | recombinant GAA, glycogen substrate, Amplex Red glucose oxidase fluorescence | P10253;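 note: potency is the fitted concentration of half-maximal effect; 0% = full enzyme reaction and -100% = no-enzyme basal signal; the screen sought inhibitors and activators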
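qHTS, 1536-well; enzyme 4 nM final; cpd up to 77 uM; substrate bovine liver glycogen 30 ug; 50 mM citrate/phosphate pH 5.0, 0.01% Tween-20; 37 C, 40 min; Amplex Red detection 45 min RT; Hill fit → AC50.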
HttQ103 aggreg – inhibitors of mutant huntingtin aggregate formation in PC12 cells; 220,000 compounds, 1.1% hits; Potency, µM (doses to about 46.1 µM), inactives show top-dose activity change, negative = inhibition, most hits filed as inhibitors; PC12 HttQ103-GFP aggregates, Acumen cytometry, 40 h; AID 1688; note: potency is the fitted concentration of half-maximal effect; % is set by controls: 0 for no effect and ±100 for the full control effect; nearly all actives have a fitted effect of over 60% in size
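Aggregate formation scored by laser-scanning cytometer (488 excitation, 500–530 emission) in lysed PC12 cells expressing Q103-GFP after 100 nM tebufenozide induction; library tested in dose series, with ATPLite reagent added in the multiplex.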
HTT ATP protect – Huntington cell model cytoprotection by ATP luminescence | 230,000 compounds, 0.14% hits | AID 1471 | PC12 HTT-Q103 induced, cytoprotection, ATP luminescence, 40 h | Potency, µM (doses to about 56.4 µM), for inactives: cytoprotection (ATP increase), hits mostly activators;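 note: potency is the fitted concentration of half-maximal effect; % of control where 0% means no effect; nearly all actives have a fitted effect of over 45% in size; toxic huntingtin expression switched on by the ecdysone agonist tebufenozide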
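ATP quantification (ATPlite) reports survival of PC12 cells in which tebufenozide, 100 nM final, switches on Htt exon 1 with 103 glutamines linked to GFP; compounds are titrated.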
CBFb RUNX1 block – blocks binding between human CBF-beta and RUNX1. AlphaScreen CBFb-His/RUNX1-biotin binding, biochemical. AID 1477. 230,000 tested, under 10 active. Potency, µM (top dose mostly 59.8 µM), inactives show at the top dose activity, negative = inhibition, usual class: inhibitors; note: % of control where 0% means no effect
Target sequence (Q01196 whole entry, looked up): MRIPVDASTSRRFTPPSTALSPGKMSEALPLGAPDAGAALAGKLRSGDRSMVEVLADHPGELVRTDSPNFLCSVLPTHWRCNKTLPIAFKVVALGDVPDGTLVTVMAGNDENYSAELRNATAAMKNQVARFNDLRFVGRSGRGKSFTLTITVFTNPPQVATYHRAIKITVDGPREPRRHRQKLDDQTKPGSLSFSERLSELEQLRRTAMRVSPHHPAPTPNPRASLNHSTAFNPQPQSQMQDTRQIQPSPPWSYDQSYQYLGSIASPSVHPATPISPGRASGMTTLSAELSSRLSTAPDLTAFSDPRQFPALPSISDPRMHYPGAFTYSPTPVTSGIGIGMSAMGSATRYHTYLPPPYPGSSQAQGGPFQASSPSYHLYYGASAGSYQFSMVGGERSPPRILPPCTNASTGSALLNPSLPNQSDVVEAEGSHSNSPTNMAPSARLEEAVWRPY
Target sequence (Q13951 whole entry, looked up): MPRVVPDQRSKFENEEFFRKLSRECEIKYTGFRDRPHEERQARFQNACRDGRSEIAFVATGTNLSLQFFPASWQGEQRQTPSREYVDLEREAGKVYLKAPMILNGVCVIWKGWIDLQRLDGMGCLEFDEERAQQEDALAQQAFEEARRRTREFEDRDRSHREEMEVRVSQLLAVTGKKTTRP
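Compounds were screened at multiple concentrations against a preformed CBF-beta(His)/RUNX1(biotin) complex (30 nM of each) for 15 min at room temperature, followed by 90 min with nickel and streptavidin beads and AlphaScreen reading.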
aGlu spleen mod – inhibits or activates alpha-glucosidase in human spleen homogenate. human spleen homogenate, 4-MU-alpha-glucoside fluorescence. P10253. Potency, µM (highest dose often 79.9 µM), for inactives: at the highest dose activity change, negative = inhibition, hits mostly inhibitors. 240,000 compounds, 0.006% hits. AID 2112;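 note: potency is the fitted concentration of half-maximal effect; 0% = enzyme with vehicle and -100% = no enzyme basal signal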
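Human spleen homogenate (1 ug) incubated with compounds and 1 mM 4-methylumbelliferyl-alpha-D-glucopyranoside in pH 5.0 citrate/phosphate buffer, 37 C, 40 min. Stopped at pH 10; 4-MU fluorescence (Ex 365/Em 440 nm); AC50 by Hill fit.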
LMNA splice mod – changes lamin A minigene splicing in HeLa cells; HeLa LMNA splicing GFP/RFP minigene ratio, 48 h; Potency, µM (titrated, usually from 46.1 µM), inactives show top-dose ratio change, negative = inhibition, hits mostly inhibitors; 200,000 compounds, 0.01% hits; active = well fitted inhibition curve with a large enough effect in the signal ratio, with a control signal flat, not every such curve was filed as active; inconclusive = small, poorly fitted or top-dose-only effect, or effect the other way, or a change in a side signal; the % refers to the signal ratio; note: potency is the fitted concentration of half-maximal effect; % is set by controls: 0 for no effect and ±100 for the full control effect
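Read-out is the ratio of GFP to DsRed2 object intensity, acquired by 488 nm laser-scanning cytometry on HeLa lamin A-EGFP minigene reporter cells. Compound incubation 48 hrs at 37 °C in Opti-MEM with 2% FBS; DMSO 0.5% final.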
An asterisk follows results filed as active; ? = inconclusive; . = no result given; & = joins results of further samples; [ ] = remark or other dose. Unless noted, calls come from the whole dose curve; as a rule, active = well fitted curve in the direction sought with a large enough effect; inconclusive = small, poorly fitted or top-dose-only effect, or another doubt; inactive = no such curve, though single readings can be large; an effect the other way counts as inactive or inconclusive.

Values run as follows: HTT ATP protect | HttQ103 aggreg | CBFb RUNX1 block | GAA glycogen mod | aGlu spleen mod | GAA inh | LMNA splice mod
COc1ccc(C(C(=O)NC2CCCCC2)N(C(=O)Cc2c[nH]c3ccccc23)c2ccccc2C)cc1OC (centres undefined)
    -14.9%[10 µM] | -17.3% | -7.1% | 1.8% | -12.0% | ? | -19.0%
Cc1ccc(S(=O)(=O)NCc2ccc(C(=O)NCCCN3CCC(Cc4ccccc4)CC3)cc2)cc1
    -6.5% | ? | 1.7% | 1.1% | 2.6% | -5.8% | .
COc1ccc(NC(=O)Cn2c(C(C)C)nc(C)cc2=O)cc1Cl
    -20.9% | 9.0% | 2.5% | 6.1% | . | -6.8% | .
O=C(CSc1nc2ccccc2s1)Nn1cnnc1
    ? | -6.1% | 0.6% | 4.7% | 3.6% | -14.0% | -1.3%
Cc1nn(-c2cccc(C(=O)O)c2)c(C)c1Oc1ccccc1O
    -8.3%[10 µM] | 18.4% | 5.8% | -18.0% | -0.5% | -5.8% | 4.5%
O=C(NC(=Nc1nc2ccccc2o1)NC(=O)c1ccccc1)c1ccccc1
    . | -12.2% | 6.0% | -1.6% | 0.5% | -2.1% | -6.7%
Cc1ccc(-c2nc3ccccc3c(=O)n2NC(=O)COc2ccccc2)cc1
    3.7%[10 µM] | 9.5% | -1.6% | 3.7% | 4.3% | ? | -4.3%
CCCCCCCCC(=O)NNC(=O)c1c(O)c2ccccc2n(CCC)c1=O
    -22.1% | ? | 2.5% | 3.2% | -1.0% | -6.8% | .
CCOC(=O)Cc1csc(NC(=O)CCc2ccc(S(=O)(=O)N3CCOCC3)cc2)n1
    3.6% | 15.0% | 7.8% | -9.6% | 2.1% | -3.1% | ?
Cc1cccc(NC(=O)c2cc(NC(=O)CCCC(=O)O)ccc2Cl)n1
    0.6% | 4.9% | 4.4% | -3.0% | -3.2% | -1.4% | -8.7%
CN(C)c1ccc(NC(=O)c2sc(SCC(=O)Nc3ccc(Br)cc3)nc2N)cc1
    -16.6% | 6.2% | 0.6% | -1.6% | -1.6% | 0.1% | 5.1%
N#C/C(=C/c1ccc(CNC(=O)C(=O)Nc2cc(Cl)cc(Cl)c2)o1)C(=O)NCc1cccnc1
    -30.6%[10 µM] | ? | 1.8% | 7.0% | -9.7% | -2.2% | -7.8%
CCCNC(=O)c1cc2c(C(F)(F)F)nn(C)c2s1
    0.2% | -2.5% | -4.0% | 8.7% | 6.0% | -2.6% | 7.0%
Cc1ccc(S(=O)(=O)NNC(=O)c2ccncc2)cc1
    24.5%[10 µM] | 5.1% | 7.4% | ? | 4.0% | 0.3% | -11.2%
Cc1cc(C)nc(NC(=O)c2ccc(OC(C)C)cc2)n1
    -21.6% | -5.9% | 0.9% | -1.0% | -6.8% | -1.1% | 3.5%
COC(=O)Cc1c(O)ccn(Cc2ccc3c(c2)OCO3)c1=O
    -60.2%[inhibitor][1.9 µM] | 9.5%[9.22 µM] | -2.7% | 18.7% | 2.1% | 8.0% | ?
Cc1ccc(S(=O)(=O)C2(C(=O)Nc3nccs3)CC2)cc1
    -14.4% | 0.2% | 3.9% | 5.7% | 8.4% | 0.8% | -4.9%
CCOC(=O)C1=C(C)NC(C)=C(C(=O)OCC)C1C1=COCCO1
    -0.9% | 13.7% | -0.5% | -4.6% | 1.6% | -1.9% | ?
CCOC(=O)c1c(NC(=O)CSc2nc3cccnc3n2C)sc(C(C)=O)c1C
    -28.4% | -22.8% | 4.0% | 4.3% | -6.1% | 0.7% | 11.3%
CC(C)NC(=S)NC(=O)c1ccc(-c2ccccc2)cc1
    7.1%[10 µM] | -11.8% | -16.1% | -15.6% | -10.0% | ? | ?
O=C(NCc1ccncc1)C1=NN(c2ccccc2)C(=O)CC1
    -40.9%[inhibitor] | 11.6% | 4.5% | -16.8% | 2.6% | 5.1% | -1.7%[46 µM]
COC(=O)c1c(N2C(=O)[C@H]3[C@@H](C2=O)[C@]2(C(=O)Nc4ccc(C)cc42)N2CCC[C@@H]32)sc(C)c1C
    18.4% | 8.0% | -2.6% | -19.8% | 2.6% | 2.4% | .
COc1ccc(/C=N/n2c(SC)nnc(C(C)(C)C)c2=O)c(OC)c1
    -8.2% | 6.1% | -2.7% | -4.2% | 3.6% | -5.4% | 2.0%
CN(C)c1ccc(CC(=O)c2nc3ccccc3s2)cc1
    -2.2%[10 µM] | -9.9% | -15.3% | ? | -0.6% | 0.5% | 1.7%
COc1ccc(/C=C(/NC(=O)c2ccccc2)C(=O)N/N=C/c2cccs2)cc1OC
    -14.2% | -13.0% | 3.6% | -8.0% | 5.6% | -6.6% | -2.0%
CC1CN(C(=O)c2cn3ccccc3n2)CC(C)O1 (centres undefined)
    -75.8%[inhibitor][10 µM] | -0.3%[9.22 µM] | -0.9% | 7.0% | -1.5% | -14.3% | 4.8%
c1ccc(-c2nc(N3CCCCC3)nc3ccccc23)cc1
    -9.4%[1.9 µM] | -17.4% | 6.8% | 2.0% | 1.8% | 0.2% | ?
CCOC(=O)/C=C/C(=O)OCC(=O)NC(c1ccccc1)c1ccccc1
    -2.4%[10 µM] | -12.2% | -1.2% | 15.6% | 1.5% | 1.4% | ?
O=C(NCc1ccncc1)/C(=C\c1ccc(F)cc1)NC(=O)c1ccccc1
    5.9%[10 µM] | 11.4% | 2.6% | 4.1% | -1.9% | 3.6% | ?
Cc1ccc(NCCC(=O)c2ccc(Cl)c(Cl)c2)cc1
    -7.2% | ? | -9.3% | -2.6% | 4.7% | -1.8% | ?
Cc1cccc(-c2noc(C3CCCCC3)n2)c1
    -4.3% | -0.4% | 14.1% | -2.6% | -3.5% | -6.7% | -5.8%
Cc1ccc(Cl)cc1N1CCN(C(=O)CN(c2ccccc2)S(=O)(=O)N(C)C)CC1
    -44.8%[inhibitor] | -10.8% | -20.2% | -13.7% | -4.3% | -2.8% | .
CCOC(=O)c1[nH]c(C)c(C(=O)NCc2ccco2)c1C
    -34.4%[inhibitor] | 6.4% | -8.8% | 6.6% | -2.0% | 8.6% | ?
Cc1ccc(/C(N)=N/OC(=O)c2cccs2)cc1
    26.1%[10 µM] | -0.7% | -2.1% | -0.3% | -4.7% | -1.6% | -14.9%
O=C(c1ccccc1)C(Nc1ccccn1)c1ccccc1 (centres undefined)
    -6.0%[10 µM] | -9.0%[9.22 µM] | -6.7% | -16.2% | -1.2% | -3.3% | 2.7%[46 µM]
CC(C)c1nc2oc3ccccc3c(=O)c2c(=O)n1-c1ccccc1
    -53.5%[inhibitor] | -13.0% | 2.5% | 8.6% | -6.8% | 0.2% | 12.7%
CC1CCN(c2c(NCc3ccc(C(=O)N4CCN(C5CCCCC5)CC4)cc3)c(=O)c2=O)CC1
    . | -3.7% | 1.2%[2.36 µM] | -10.9% | 2.5% | 3.0% | 3.5%
Cc1nnc(SCC(=O)NNC(=O)C(C)C)[nH]c1=O
    ? | -13.5% | -7.6% | 11.7% | -1.2% | 0.7% | -5.8%
COc1ccc(S(=O)(=O)NCCOc2ccccc2)cc1-n1cnnn1
    -31.8%[10 µM] | -13.4%[9.22 µM] | 2.8% | -8.6% | -10.8% | ? | .
Cc1ccc2cc(CCNS(=O)(=O)c3ccc(F)cc3)c(=O)[nH]c2c1C
    14.8%[10 µM] | -4.1%[9.22 µM] | 10.8% | 7.8% | -1.7% | . | .
COc1cccc(C(=O)NN2CC(O)=C(c3nc(C)cs3)C2=N)c1
    22.6%[10 µM] | -6.9%[9.22 µM] | 0.1% | -15.4% | -9.8% | -10.5% | .
CCOC(=O)Cc1csc(NC(=O)/C=C/c2ccccc2Cl)n1
    -59.6%[inhibitor][10 µM] | -7.5%[9.22 µM] | 9.2% | -4.4% | -14.0% | . | .
CCCCCCCCCCCCCCCC(=O)OC/C=C(C)/C=C/C=C(C)/C=C/C1=C(C)CCCC1(C)C
    -15.4% | . | 16.2% | . | -9.1% | . | .
O=C(NCc1ccco1)c1cccc(Nc2nc3ccc(Br)cc3[nH]2)c1
    ? | ? | -1.2% | -13.5% | -19.2% | -11.3% | -4.3%
Cc1ccc(C(NC(=O)N2CCCCC2)=C(Cl)Cl)cc1F
    -7.9%[10 µM] | ? | 7.3% | 0.8% | 4.0% | -3.0% | ?
O=C(O)/C=C/C(=O)N(CC1CCCO1)C1CC(=O)N(c2c(Cl)cccc2Cl)C1=O (centres undefined)
    16.3%[10 µM] | 19.5%[9.22 µM] | 1.8% | -2.0% | -2.9% | . | .
Cc1ccc(/C=C/C(=O)NCc2cccs2)cc1
    -29.9%[10 µM] | 8.2% | -3.3% | -8.6% | -0.6% | 3.8% | 5.2%
COc1cc(C2c3c(-c4ccccc4)n[nH]c3C(=O)N2c2ccc(C(=O)O)cc2)ccc1O (centres undefined)
    -5.4% | 8.1% | 2.6% | 6.4% | 4.9% | 5.8% | -2.0%
COc1ccc(C2C(=O)N(C3CCCCC3)CC(=O)N2Cc2ccc3c(c2)OCO3)cc1 (centres undefined)
    -15.2% | 11.2% | -1.2% | -0.4% | -6.7% | -5.5% | ?
C[C@@H](CCc1ccc(O)cc1)NCCc1ccc(O)c(O)c1
    6.9% | . | 2.7%&-11.5%[21.7 µM] | . | 2.7% | . | -13.0%
CCOC(=O)c1c(N)n(CC(C)NC(=O)C2CC2)c2nc3ccccc3nc12 (centres undefined)
    0.0% | 4.0% | -0.6% | 3.8% | 5.7% | ? | -7.0%
Nc1c(Cl)nc(-c2ccccc2)nc1Cl
    -9.6%[10 µM] | ? | 5.9% | -5.2% | -1.4% | -1.6% | .
COc1ccc(Cl)cc1NC(=O)C(C)N1CCN(C/C=C/c2ccccc2)CC1 (centres undefined)
    -18.0% | -11.4% | -7.6% | -1.4% | -1.5% | -8.7% | ?
CC(=O)Nc1ccc2c(c1)CCCC2
    -13.5%[10 µM] | -22.1%[9.22 µM] | 8.1% | 5.4% | 2.3% | . | .
COC(=O)CN(c1ccccc1C)S(C)(=O)=O
    -1.6% | 7.4% | 2.2% | 0.6% | 0.9% | -3.3% | 9.7%
O=C1c2ccccc2C(=O)N1/N=C/c1ccc(Oc2ccc([N+](=O)[O-])cn2)cc1
    12.3% | 24.6% | 3.1% | 1.8% | -5.8% | -26.7%[15.4 µM] | -5.6%[46 µM]

Assay outcomes deposited in PubChem BioAssay by National Center for Advancing Translational Sciences (NCATS).
